# Screening results as filed in PubChem BioAssay.
# KCNK9 inh: KCNK9 potassium channel inhibitors, primary screen, HEK293 cells, thallium flux | B-score at 10 µM | Potassium channel subfamily K member 9 (Homo sapiens), Q9NPC2 | FluxOR thallium flux fluorescence; active compounds read low | hit rate 1.2% among 310,000;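 active means ratio B-score over 3 SD below the library mean, with starting fluorescence within 5 SD of its mean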;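 further: negative B-score means less thallium flux so channel inhibition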
# HDAC3 inhib: HDAC3 deacetylase inhibitors, primary screen, biochemical, fluorescence, cell-free homogeneous; Histone deacetylase 3 (Homo sapiens), O15379; recombinant HDAC3, fluorogenic peptide/trypsin coupled; inhibition, % at 8.3 µM; hit rate 0.15% among 320,000; AID 2718, 2010; in the data active means inhibition above about 26%, passing the limit was not always enough
# RGS4 act: RGS4 potentiators or activators, primary screen, cell-based, HEK293 M3R inducible RGS4, calcium flux. carbachol calcium flux Fluo4; active compounds read low. B-score at 10 µM. hit rate 0.92% among 310,000. AID 463111, 2010;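 active means B-score of the integrated calcium signal more than 4 SD below the library mean, with starting fluorescence not abnormally high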;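 further: negative B-score means reduced calcium response which marks RGS4 activation or potentiation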
#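 Assay system: HEK293 FlpIn-TREx cells, stable M3R, doxycycline-inducible RGS4 / Probe or stimulus: carbachol, ECmax concentration / Times: overnight RGS4 induction, 30 min dye load 37 °C, 20 min compound RT / Signal: kinetic calcium fluorescence imaging with Fluo4-AM dye, 2 µM / Measure: Agonist-evoked peak-minus-minimum fluorescence over baseline, integrated ratio, B score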
# RGS4 block: RGS4 inhibitors, primary screen, cell-based, HEK293 M3R inducible RGS4, calcium flux | Regulator of G-protein signaling 4 (Homo sapiens), P49798 | Fluo-4 calcium flux; active compounds read high; triggered by carbachol at its EC20 | B-score at 10 µM | hit rate 0.45% among 310,000 | AID 463165, 2010;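 active means B-score, a plate-corrected calcium signal, over three deviations above library mean, with baseline fluorescence within five deviations of library mean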;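 further: RGS4 expression induced by doxycycline in cells with stable M3 receptor; B-score is computed from the integrated fluorescence ratio over baseline after carbachol; higher B-score means a larger calcium signal and so more RGS4 inhibition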
# ANO1 block: TMEM16A chloride channel inhibitors, primary screen, cell-based, HTS; Anoctamin-1 (Mus musculus), Q8BHY3; HEK293 TMEM16A/YFP iodide influx fluorescence, ionomycin; normalized B-score (activity score, 25-100; higher = stronger inhibition) at 10 µM; hit rate 1.2% among 310,000; AID 588511, 2011;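 active means ratio plate-corrected score three or more library SD toward inhibition, starting fluorescence score within five deviations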;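 further: score derived from kinetic fluorescence span divided by baseline fluorescence per well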
# TMEM16A act: TMEM16A chloride channel activators or potentiators, primary screen, cell-based, HTS | Anoctamin-1 (Mus musculus), Q8BHY3 | HEK293 TMEM16A/YFP-H148Q/I152L, iodide quench fluorescence; active compounds read low | B-score at 10 µM | hit rate 0.3% among 340,000 | AID 623877, 2012;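 active means fluorescence-ratio B-score plate-corrected deviation score at least 3 library SD below zero, with starting fluorescence score within 5 deviations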;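 further: channel opened by trigger with iodide after compound preincubation; score built on the fluorescence ratio of max minus min over baseline; more negative score means more quench and so TMEM16A activation or potentiation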
# SKKanGAS inh: S. pyogenes SKKanGAS growth inhibitors in kanamycin, primary screen, streptokinase expression inhibitor project, SKKanGAS strain, BacTiter-Glo luminescence; 6 h; inhibition, % at 7.5 µM; hit rate 1.3% among 300,000; AID 1662, 2009;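 active means mean replicate score, as percent of positive control median, at least 50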;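 further: strain carries kanamycin resistance gene driven by streptokinase promoter and grows in 40 µg/ml kanamycin; loss of luminescence reflects streptokinase promoter inhibition or plain growth inhibition; 0% = median of DMSO wells and 100% = positive control at its reference dose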
# KCNQ1 pot: potentiators or activators of KCNQ1 channel, primary screen, cell-based, thallium flux, high-throughput; hit rate 0.35% among 310,000; B-score at 10 µM; CHO-K1 KCNQ1, thallium flux FluxOR fluorescence; active compounds read high; Potassium voltage-gated channel subfamily KQT member 1 (Homo sapiens), P51787;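 active means fluorescence ratio B-score, a plate-corrected score, at least three library SD, with initial intensity B-score within 5 SD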
# Target sequence (P51787 whole entry, looked up): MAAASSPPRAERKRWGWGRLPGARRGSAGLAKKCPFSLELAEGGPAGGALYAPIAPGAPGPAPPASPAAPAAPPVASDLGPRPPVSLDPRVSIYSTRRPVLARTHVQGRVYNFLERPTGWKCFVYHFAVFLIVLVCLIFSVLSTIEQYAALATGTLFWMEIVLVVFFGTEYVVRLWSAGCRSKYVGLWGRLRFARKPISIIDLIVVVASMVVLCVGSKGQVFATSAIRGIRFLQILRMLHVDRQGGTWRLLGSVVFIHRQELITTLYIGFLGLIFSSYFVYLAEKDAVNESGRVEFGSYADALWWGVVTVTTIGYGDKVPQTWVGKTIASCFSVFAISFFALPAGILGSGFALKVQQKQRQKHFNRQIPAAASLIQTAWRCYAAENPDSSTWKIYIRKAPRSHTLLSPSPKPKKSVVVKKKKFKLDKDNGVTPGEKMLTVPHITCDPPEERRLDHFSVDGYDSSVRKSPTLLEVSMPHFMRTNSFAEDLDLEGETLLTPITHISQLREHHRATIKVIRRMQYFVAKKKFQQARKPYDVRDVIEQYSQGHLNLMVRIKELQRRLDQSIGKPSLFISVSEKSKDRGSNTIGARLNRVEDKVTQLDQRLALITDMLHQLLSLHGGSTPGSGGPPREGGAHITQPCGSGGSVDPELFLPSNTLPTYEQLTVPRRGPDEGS
#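 Assay system: stable KCNQ1 CHO-K1 line; medium: assay buffer, equal DMSO in all wells; timing: 90 min dye loading and 20 min compound exposure, both at room temperature; technique: kinetic FluxOR thallium fluorescence, 10-s 1-Hz baseline, 110-s post-stimulus read; read-out basis: B score of baseline-normalized fluorescence ratio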
# KCNQ1 block: inhibitors of human KCNQ1 channel, primary screen, cell-based, thallium flux, high-throughput; CHO-K1 KCNQ1, FluxOR thallium flux fluorescence; active compounds read high; B-score at 10 µM; hit rate 1.3% among 310,000; AID 2642, 2010;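 active means compounds whose thallium flux B-score, printed positive for inhibition, exceeds three library SD while starting fluorescence stays within three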;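 further: channel opened by potassium depolarization with thallium stimulus after 20 min compound exposure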
# hERG rescue: hERG rescue from dofetilide block, primary screen, cell-based, CHO-hERG, FluxOR thallium flux, dofetilide IC70; dofetilide IC70 present; hit rate 0.51% among 310,000; AID 1511, 2009; activation (rescue from dofetilide block), less the hit threshold, % at 10 µM;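 active means activation above the mean of controls blocked by dofetilide plus 5 SD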;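 further: thallium influx through hERG after potassium depolarization seen as dye fluorescence rise; in these data hits start at about 4.7%; inactives centre near -7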
# KCNK3 block: human KCNK3 channel inhibitors, primary screen, CHO cells, FluxOR thallium flux, B-score; B-score at 10 µM; FluxOR fluorescence; active compounds read low; Potassium channel subfamily K member 3 (Homo sapiens), O14649; hit rate 0.84% among 340,000;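 active means B-score under library mean minus 4 SD, starting fluorescence ratio at most library mean plus 5 SD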;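 further: more negative B-score means stronger inhibition of thallium flux through KCNK3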
# Target sequence (O14649 whole entry, looked up): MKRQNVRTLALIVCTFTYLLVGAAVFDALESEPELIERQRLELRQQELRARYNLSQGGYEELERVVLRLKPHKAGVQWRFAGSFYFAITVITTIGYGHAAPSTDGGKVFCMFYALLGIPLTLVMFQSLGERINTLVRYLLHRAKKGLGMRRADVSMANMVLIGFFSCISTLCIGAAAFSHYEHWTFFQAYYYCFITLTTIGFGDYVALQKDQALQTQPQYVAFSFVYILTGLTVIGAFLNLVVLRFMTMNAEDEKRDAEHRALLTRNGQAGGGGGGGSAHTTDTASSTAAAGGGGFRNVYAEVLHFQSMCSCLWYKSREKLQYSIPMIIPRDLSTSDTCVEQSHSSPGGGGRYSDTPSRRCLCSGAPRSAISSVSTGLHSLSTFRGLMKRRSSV
# The depositor's hits bear a star; i = inactive; x = no result given.
SMILES,KCNK9 inh,HDAC3 inhib,RGS4 act,RGS4 block,ANO1 block,TMEM16A act,SKKanGAS inh,KCNQ1 pot,KCNQ1 block,hERG rescue,KCNK3 block
COC(=O)NC1CSCC1OC(=O)CCN1C(=O)c2ccccc2C1=O (stereo not given),i,-5,i,i,i,i,2,i,i,-6,i
O=C(Nc1cccc(Cl)c1)Nc1nnc(-c2ccccc2)o1,i,4,i,i,i,i,5,i,i,-12,i
CCN(C(=O)Cc1c(C(=O)O)n(C)c2ccccc12)c1cc(OC)ccc1OC,i,-3,i,i,i,i,7,i,i,-5,i
O=S1(=O)C=C(N2CCOCC2)c2ccccc21,i,0,i,i,i,i,2,i,i,-13,i
CN(CC(=O)Nc1cccc(F)c1)C(=O)c1cc(-c2ccccc2)nc2ccccc12,i,9,i,i,i,i,-12,i,i,-20,i
Cc1ncsc1C(=O)Nc1nc2c(s1)CC(C)CC2 (stereo not given),i,-4,i,i,i,i,-1,i,i,-8,i
CC(C)Oc1cccc(C(=O)N2CCCC2)c1,i,0,i,i,i,i,-2,i,i,19*,i
C=CCn1c(SCC(=O)Nc2cc(C)ccc2OC)nnc1-c1ccco1,i,-1,i,i,i,i,-1,i,i,-11,i
NS(=O)(=O)c1ccc(Sc2ccccn2)c([N+](=O)[O-])c1,i,-1,i,i,i,i,0,i,i,-6,i
CCCn1c2ccccc2c2cnn(CC(=O)NCCCN3CCN(c4ccccc4)CC3)c(=O)c21,i,3,i,i,i,i,2,i,i,-15,i
CCn1cc(CNC(=O)CSc2nc(-c3ccc(OC)c(OC)c3)cc(C(F)(F)F)n2)c(C)n1,i,-2,i,i,i,i,8,i,i,-11,i
CCOc1ccc2c(CC)cc(=O)oc2c1OCC,i,-5,i,i,i,i,-5,i,i,-3,i
CN(CC(=O)Nc1ccc(N2CCOCC2)cc1)C(=O)CCCOc1ccc(Cl)cc1Cl,i,10,i,i,i,i,3,i,i,-12,i
O=C(Nc1ccc(OC(F)(F)F)cc1)Nc1cccc([N+](=O)[O-])c1,i,-4,i,i,i,i,19,i,7*,-18,i
Cc1ccc(S(=O)(=O)N2CCC(C(=O)NNC(=O)c3ccncc3)CC2)cc1,i,-10,i,i,i,i,0,i,i,-15,i
CCOC(=O)Cc1nnc(Nc2cccc(C)c2)c2ccccc12,i,5,i,i,i,i,6,i,i,-20,i
COc1ccc(/C=N\NC(=O)c2ccc(Cn3cc(Br)c([N+](=O)[O-])n3)o2)c(OC)c1C,i,15,i,i,i,i,2,i,i,-3,i
COCCNC(=O)c1cc2nc(-c3ccccc3)cc(C)n2n1,i,-12,i,i,i,i,0,i,i,-3,i
O=C(NN1CCN(Cc2ccccc2)CC1)c1ccc(Cl)cc1,i,2,i,i,i,i,2,i,i,-10,i
CSc1cccc(NC(=O)CN(c2cccc(C)c2)S(C)(=O)=O)c1,i,0,i,i,i,i,-2,i,i,-10,i
OC(c1cc(-c2ccc(Cl)cc2)nc2ccccc12)C1CCCCN1 (stereo not given),i,3,i,i,i,i,11,i,i,-15,i
O=C1NC2=C(C(=O)CCC2)C(c2cccc([N+](=O)[O-])c2)N1 (stereo not given),i,x,i,i,x,i,3,i,i,-2,i
CCn1c(SCC(=O)Nc2ccc3c(c2)OCCO3)nnc1-c1ccncc1,i,6,i,i,i,i,-2,i,i,-1,i
Cc1occc(=O)c1OCc1ccc(F)cc1,i,3,i,i,i,i,-3,i,i,-12,i
CN(CCOc1ccccc1)C(=O)c1ccc(OC2CCN(C(=O)C3CC3)CC2)cc1,i,1,i,i,i,i,-13,i,i,-11,i
SMILES,KCNK9 inh,HDAC3 inhib,RGS4 act,RGS4 block,ANO1 block,TMEM16A act,SKKanGAS inh,KCNQ1 pot,KCNQ1 block,hERG rescue,KCNK3 block
O=C(Nc1cnc2ccccc2c1)C1COc2ccccc2O1 (stereo not given),i,-4,i,i,i,i,-3,i,i,-8,i
CN(C)c1ccc(CN(CC2CCCO2)C(=O)c2cccs2)cc1 (stereo not given),i,3,i,i,i,i,7,i,i,-3,i
FC(F)(F)c1ccc(/C=N/n2c(C3CCCCC3)n[nH]c2=S)cc1,i,2,i,i,i,i,25,i,i,-2,i
Cc1csc(NC(=O)C2CCN(C(=O)CSc3nnc(C)n3Cc3ccccc3)CC2)n1,i,3,i,i,i,i,-13,i,i,-6,i
COC(=O)CSC1=C(C#N)C(c2sccc2C)CC(=O)N1 (stereo not given),x,-5,x,x,i,i,-13,x,x,x,i
O=C(OCC(=O)N1CCc2ccccc21)c1cccnc1,i,-3,i,i,i,i,-1,i,i,-2,i
Cc1ccc(S(=O)(=O)NC(Cc2ccc(Cl)cc2)C(=O)O)cc1 (stereo not given),i,3,i,i,i,i,-1,i,i,-3,i
COc1ccccc1N=C1SCC(=O)N1c1ccccc1OC,i,-1,i,i,i,i,-7,i,i,-3,i
CC(=O)N1CCc2c(sc(NC(=O)Cc3ccccc3)c2C#N)C1,i,-2,i,i,i,i,-2,i,i,-3,i
COc1ccc(C2=NO[C@@H]3C(=O)N(c4c(C)cccc4C)C(=O)[C@H]23)cc1OC,i,5,i,i,i,i,2,i,i,-6,i
O=C(c1ccnc(Cl)c1)N1CCCC(N2CCN(c3ccccc3F)CC2)C1 (stereo not given),i,0,i,i,i,i,-2,i,i,-10,i
C=CCn1cc(C(=O)NCCOC)c(=O)c2cc(S(=O)(=O)N3CCCCCC3)ccc21,i,-2,i,i,i,i,-1,i,i,-4,i
CC1=CCC2C(=O)N(c3ccc(C(=O)Nc4ccccc4Cl)cc3)C(=O)C2C1 (stereo not given),i,2,i,i,i,i,-4,i,i,-7,i
C#CCOC(=O)C1C2C=CC(C2)C1C(=O)O (stereo not given),i,-1,i,i,i,i,6,i,i,-3,i
COc1ccc([C@H]2[C@@H](C#N)[C@H](C#N)N3CCCN23)cc1,i,-3,i,i,i,i,0,i,i,-12,i
CC(C)(C)c1ccc(C(=O)N2CCN(CCNC(=O)C(=O)NCc3ccccc3)CC2)cc1,i,1,i,i,i,i,-7,i,i,-6,i
Cn1ccnc1SCC(=O)c1ccc(F)cc1,i,7,i,i,i,i,-1,i,i,-9,i
Cc1ccc(S(=O)(=O)CCC(=O)OCC(=O)c2ccc(F)cc2)cc1,i,-10,i,i,i,i,-10,i,i,-5,i
Cc1nc2cc(Cl)c([N+](=O)[O-])cc2s1,i,1,i,i,i,i,7,i,i,-8,i
COc1nccc(-c2ccc(F)cc2)c1C#N,i,2,i,i,i,i,15,i,i,-4,i
CCOC(=O)c1c(C)[nH]c(C)c1S(=O)(=O)N(C)Cc1ccco1,i,3,i,i,i,i,-4,i,i,-8,i
COc1ccc(S(=O)(=O)Cc2ccc(C(=O)NC(C)C)o2)cc1,i,3,i,i,i,i,-2,i,i,-8,i
CCOC(=O)c1oc2ccccc2c1CN1CCN(C)CC1,i,6,i,i,i,i,-1,i,i,-5,i
O=C(NNC(=S)NCC1CCCO1)c1cccc(S(=O)(=O)N2CCOCC2)c1 (stereo not given),i,-6,i,i,i,i,4,i,i,1,i
Cc1nn(-c2ccccc2)nc1CNC(=O)CC(C)(C)C,i,-3,i,i,i,i,-7,i,i,-2,i
SMILES,KCNK9 inh,HDAC3 inhib,RGS4 act,RGS4 block,ANO1 block,TMEM16A act,SKKanGAS inh,KCNQ1 pot,KCNQ1 block,hERG rescue,KCNK3 block
N/C(Cn1cncn1)=N\OC(=O)c1ccc(Cl)cc1Cl,i,-10,i,i,i,i,-5,i,i,-1,i
CC(=O)Nc1cccc(C(=O)OCC(=O)Nc2c(C)nn(-c3ccccc3)c2C)c1,i,-1,i,i,i,i,-4,i,i,-22,i
O=C(Nc1ccc(Cl)cc1)c1cncs1,i,0,i,i,i,i,-5,i,i,2,i
COc1ccc(OC)c(-c2[nH]nc3c2C(c2ccco2)C(C#N)=C(N)O3)c1 (stereo not given),i,4,i,i,i,i,2,i,i,-5,i
Cc1ccc(C(=O)NCCCNCCCNC(=O)c2ccc(C)nc2)cn1,i,-7,i,i,i,i,9,i,i,-5,i
Cc1nc2cc(NC(=O)Nc3cccc(F)c3)ccc2n1C,i,-1,i,i,i,i,10,i,i,-3,i
CN(CC(=O)Nc1ccccc1Br)C(=O)c1ccc(-c2ccc(Cl)cc2)o1,i,-4,i,i,i,i,-19,i,i,-9,i
C=CCn1c(=O)c(C(=O)NC(C)c2ccccc2)c(O)c2ccccc21 (stereo not given),i,-5,i,i,i,i,-3,i,i,-3,i
O=C(CN1C(=O)/C(=C/c2ccccc2F)Sc2ccccc21)N1CCN(c2ccccn2)CC1,i,x,i,i,i,i,4,i,i,-9,i
CSc1nnc(CCCCCNC(=O)OC(C)(C)C)o1,i,-1,i,i,i,i,-3,i,i,-9,i
Cc1cc(NC(=O)COc2ccccc2C)ccc1NC(=O)c1ccco1,i,-1,i,i,i,i,-1,i,i,-6,i
COc1ccc(NC(=O)c2cc3ccccc3[nH]2)cc1,i,1,i,i,i,i,-8,i,i,-2,i
COC(=O)c1c(C)[nH]c(C=Nc2ccc(OC)cc2)c1C,i,0,i,i,i,i,12,i,i,-4,i
Cn1c(=O)c2c(O)c(Cc3ccccc3)c(=O)[nH]c2n(C)c1=O,i,-2,i,i,i,i,16,i,i,-5,i
COCCNC(=O)Cn1nc(-c2ccccc2F)ccc1=O,i,x,i,i,x,i,-3,i,i,-10,i
CC(C)CN(C(=O)COC(=O)CSc1ccccc1F)c1c(N)n(Cc2ccccc2)c(=O)[nH]c1=O,i,-8,i,i,i,i,-6,i,i,-18,i
Cn1cnnc1SCC(=O)Nc1ccc(Cl)c(S(=O)(=O)N2CCOCC2)c1,i,-3,i,i,i,i,-7,i,i,-19,i
Cc1[nH]c2ccccc2c1C(=O)C(=O)N1CC(C)OC(C)C1 (stereo not given),i,0,i,i,i,i,0,i,i,-4,i
